CF NFkB inh – inhibitors of PAF-induced NF-kB signaling, primary screen, cell-based, GFP fluorescence, uHTS; KKLEB NF-kB-GFP reporter, GFP fluorescence overnight; inhibition, % at 5 µM; 360,000 compounds, 0.86% hits;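 active = at least 50% inhibition at 5 µM, scaled per plate between neutral and stimulator controls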;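 also: PAF is a Pseudomonas aeruginosa culture filtrate used as stimulus; plate controls were PAF-stimulated DMSO wells for no effect and unstimulated DMSO wells for full effect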
NR2E3 ag-1 – inhibitors of NR2E3-RetCOR corepressor binding, primary screen, NR2E3 agonist project, biochemical, TR-FRET, GST-NR2E3, biotin-RetCOR | 1536-well | inhibition of corepressor binding, % at 4.78 µM | 320,000 compounds, 0.12% hits | AID 2300, 2010;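 active = percent inhibition above the cutoff of mean plus 3 SD of all tested compounds, set per screening campaign, cut at about 20% in these data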;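 also: 0% = DMSO wells and 100% = biotin wells as full block of FRET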
Target sequence (Q9Y5X4 whole entry, looked up): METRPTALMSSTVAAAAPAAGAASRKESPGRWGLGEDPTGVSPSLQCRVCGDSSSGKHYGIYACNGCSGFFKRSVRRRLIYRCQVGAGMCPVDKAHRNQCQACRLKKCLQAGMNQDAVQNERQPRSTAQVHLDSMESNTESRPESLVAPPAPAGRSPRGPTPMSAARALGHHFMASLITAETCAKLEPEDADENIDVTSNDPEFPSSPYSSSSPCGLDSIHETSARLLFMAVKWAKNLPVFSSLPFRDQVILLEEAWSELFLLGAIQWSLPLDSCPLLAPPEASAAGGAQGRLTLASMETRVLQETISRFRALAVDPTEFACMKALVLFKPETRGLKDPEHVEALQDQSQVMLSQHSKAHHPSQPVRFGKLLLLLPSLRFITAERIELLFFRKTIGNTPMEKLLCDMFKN
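Material: NR2E3–RetCOR corepressor complex / Amount: 1.35 nM GST-NR2E3 / Medium: Tris pH 7.5 / Compound: single nominal compound dose of 4.8 µM / Incubation: 5 h at 4 °C / Technique: TR-FRET, Eu(K)-anti-GST donor, streptavidin-D2 acceptor, ex 340, em 617/671 nm / Read-out basis: percent loss of FRET ratio relative to control wells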
TRAIL sens C8 – viability loss with TRAIL in NB7+C8 cells, primary screen, TRAIL sensitizer project, cell-based, ATPlite luminescence. inhibition (viability loss, TRAIL sensitization), % at 10 µM. 360,000 compounds, 1% hits. AID 624354, 2012;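 active = compounds causing at least 50% loss of cell viability in the single-dose screen, relative to plate controls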
TWEAK Fn14 block – inhibitors of TWEAK-Fn14 signaling, primary screen, luciferase reporter cells, uHTS. AID 1159606, 2016. TWEAK-stimulated Fn14 reporter cells, luciferase luminescence, 8 h. 360,000 compounds, 2% hits. inhibition, % at 10 µM; in the data active = inhibition above about 50%
KKLEB tox – cytotoxicity in KKLEB CF airway cells, primary screen, cytotoxicity control for CF NF-kB inhibitor project, cell-based, uHTS, fluorescence assay plates; activity change (cytotoxicity), % at 5 µM; KKLEB CF airway cells viability, ATPlite luminescence, overnight; stronger effect = lower value; cells stimulated with P. aeruginosa culture filtrate; 360,000 compounds, 0.36% hits;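 active = corrected activity change at or below -50% at 5 µM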
NR2E3 ag-2 – NR2E3 agonists in two-hybrid cells, primary screen, cell-based, luminescence, CHO-S, Gal4-NCOR/VP16-NR2E3 | Photoreceptor-specific nuclear receptor (Homo sapiens), Q9Y5X4 | luciferase | inhibition of corepressor binding, % at 3.98 µM | 360,000 compounds, 0.35% hits | AID 602229, 2012;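 active = inhibition above the mean of all tested compounds plus 3 SD, cut at about 70% in these data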;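 also: 0% = DMSO with NR2E3 transfected cells and 100% = cells lacking NR2E3 construct; higher means lower luciferase signal from less NR2E3 corepressor binding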
TROY NFkB inh – inhibitors of TROY-driven NF-kB signaling, primary screen, Q293 LMP1-TROYcd cells, NF-kB luciferase, uHTS. inhibition, % at 10 µM. 360,000 compounds, 0.98% hits. AID 1347056, 2019. Q293 LMP1-TROYcd NF-kB luciferase reporter, 4 h;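 active = compounds whose plate-normalised and pattern-corrected inhibition of the luciferase reporter signal at the single screening dose is 50% or more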
HIF-2a block – HIF-2a reporter inhibitors, primary screen, luminescence, 786-0 RCC cells; inhibition, % at 18.8 µM; 786-0 RCC cells HIF-2a reporter, luciferase luminescence, overnight; AID 624352, 2012; 360,000 compounds, 0.72% hits;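 active = inhibition of the luminescence signal of 40% or more relative to plate controls, in a single-dose primary screen at 18.75 µM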
Peg3 prom inh – Peg3 promoter-driven luciferase inhibitors, primary screen, cell-based, HeLa, luciferase luminescence | inhibition, % at 20 µM | 360,000 compounds, 1.7% hits | AID 588405, 2011 | HeLa PEG-Prom luciferase reporter, overnight;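 active = inhibition of at least 50% at 20 µM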
MITF TRPM1 inh – inhibitors of MITF-dependent TRPM1 promoter reporter, primary screen, cell-based, SK-MEL-5, single point, luciferase; AID 488899, 2010; inhibition, % at 12.5 µM; SK-MEL-5 TRPM1 promoter luciferase, 24 h; 330,000 compounds, 0.83% hits;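 active = mean inhibition across replicates of 60% or more, whatever share of single replicates reaches that level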; also: values of inactives mirror those of a sister screen read the other way
Shn3 3UTR inh – reduction of Shn3 3'UTR firefly luciferase signal, primary screen, Schnurri-3 inhibitor project, cell-based, Clone20 osteoblasts, set 2. Clone20 osteoblast Shn3 3'UTR firefly luciferase, 24 h. inhibition, % at 12.5 µM. 360,000 compounds, 0.52% hits;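 active = mean inhibition of at least 75% with every replicate also reaching 75%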;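 also: 0% = median of neutral control wells and 100% = pilot-screen positive control compound; some compounds past the cut are filed as inactive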
The depositor's hits bear a star; . = no result given.

SMILES | CF NFkB inh | NR2E3 ag-1 | TRAIL sens C8 | TWEAK Fn14 block | KKLEB tox | NR2E3 ag-2 | TROY NFkB inh | HIF-2a block | Peg3 prom inh | MITF TRPM1 inh | Shn3 3UTR inh
COc1ccc(CCNC(=O)CSc2nnnn2C)cc1OC | -7 | 1 | -1 | 9 | 13 | 0 | 5 | 13 | 7 | . | 5
Cc1[nH]c2ccccc2c1/C=N/NC(=O)CCC(=O)NCc1ccccc1 | -6 | -2 | 5 | -42 | 5 | -26 | 21 | 29 | 17 | 17 | 13
CCOc1ccc(CCNC(=O)CCn2cccc2)cc1OCC | 0 | 2 | -4 | -2 | 2 | 3 | 1 | 12 | 22 | 11 | -33
COc1ccc(C(=O)Nc2ccccc2N2CCCC2)cc1S(=O)(=O)N1CCOCC1 | -20 | 1 | -14 | 0 | 3 | -17 | -1 | 7 | 12 | 2 | 15
C=CCN1C(=O)C(CC(=O)Nc2ccc(OCCC)cc2)N(CCCN2CCN(Cc3ccccc3)CC2)C1=S (stereo unspecified) | 5 | -1 | -4 | 18 | -21 | 25 | 23 | 4 | 52* | 1 | 43
Cc1ccc(NC2CCCN(C(=O)CN3C(=O)CSC3=O)C2)cc1C (stereo unspecified) | -1 | 1 | -5 | 1 | 2 | -13 | -22 | 10 | 5 | 2 | -42
O=C(Nn1cnc2ccccc2c1=O)C1CCCCC1 | 4 | 5 | 18 | -3 | -6 | 4 | -12 | -8 | -5 | -3 | 17
CC1(C(=O)NCC2CC2)Cc2c(-c3cccc(C(N)=O)c3)ccnc2O1 (stereo unspecified) | -1 | . | 6 | 5 | 5 | 10 | -14 | 10 | 2 | . | 7
CNC(=O)C1CN(C(=O)c2cccc(S(=O)(=O)N3c4ccccc4CC3C)c2)c2ccccc2O1 (stereo unspecified) | -11 | 4 | 7 | 7 | -6 | -6 | 6 | 22 | 37 | 1 | 13
CC(C)N(C(=O)[C@H]1C[C@H](CC(=O)NCCCn2ccnc2)C(=O)N2CCc3c([nH]c4ccc(Cl)cc34)[C@]12C)C(C)C | -4 | . | 19 | -8 | 11 | -6 | 28 | 4 | 2 | 8 | 6
CC(C)[C@@H](C(=O)N1CCN(Cc2ccc3c(c2)OCO3)CC1)n1nnc2ccccc2c1=O | 8 | 0 | -1 | 2 | -4 | -9 | 10 | 15 | 6 | 14 | -2
Cc1ccc(C)c(S(=O)(=O)N2CCN(C(=O)c3cc(-c4cccs4)nn3-c3ccccc3)CC2)c1 | 31 | -1 | 10 | 64* | -10 | 27 | 33 | 22 | 43 | 13 | 36
COC(=O)c1ccc(N/C=C/C(=O)c2ccc(OC)c(OC)c2)cc1 | 41 | 3 | 19 | -7 | -41 | 0 | -13 | -24 | -5 | -8 | 2
CC(=O)c1c(C)n(-c2ccc(Cl)cc2)c2ccc(O)cc12 | 42 | 3 | 2 | 37 | 1 | -44 | 1 | 12 | -11 | 10 | 24
COc1cc(NC(=O)C(=O)NCCN(C)C)c(OC)cc1Cl | -2 | 3 | -5 | -10 | -6 | -2 | 3 | 8 | 3 | -19 | 13
CCn1cc(C(=O)NCc2ccc3c(c2)OCO3)c(=O)c2cc(F)c(N3CCN(C)CC3)cc21 | 11 | -4 | -26 | -15 | -5 | -3 | 18 | 3 | 13 | -7 | 1
CC(C)n1c(SC2C(=O)CC(C)(C)CC2=O)nc2c1c(=O)n(C)c(=O)n2C | -18 | 2 | 10 | 4 | -6 | -17 | 21 | -4 | 9 | -5 | -4
COc1ccc(N(CC(=O)N2CCN(c3ccc(F)cc3)CC2)S(=O)(=O)c2c(C)noc2C)cc1 | 16 | 1 | -5 | 6 | -13 | 1 | 9 | -16 | 0 | -2 | 8
CCn1nnc(-c2ccccc2NC(=O)c2cccc(-n3cnnn3)c2)n1 | -12 | 1 | 16 | -3 | 9 | -2 | -13 | -22 | -5 | -15 | 32
O=C(Cc1ccccn1)c1ccc(O)cc1O | -6 | -5 | -12 | 24 | -8 | 8 | -37 | -2 | -9 | 2 | -24
CCOC(=O)CCNC(C(=O)OCC)c1ccccc1 (stereo unspecified) | 1 | -2 | -18 | 2 | -1 | -7 | -20 | 5 | 9 | 3 | 9
O=C(CSCc1ccc(Cl)cc1)N1CCN(Cc2ccc3c(c2)OCO3)CC1 | -17 | 0 | 3 | 1 | 7 | -9 | 28 | 13 | 28 | 0 | -9
COc1ccc(S(=O)(=O)n2c([N+](=O)[O-])cnc2C)cc1OC | -6 | 0 | -16 | -1 | -2 | -7 | 15 | 17 | 20 | 14 | 2
c1ccc(-c2nc(N3CCCCCC3)nc(-n3ccnc3)n2)cc1 | 14 | -5 | 10 | 7 | -19 | 0 | -46 | 23 | -14 | 11 | 11
O=C1OC2CCC1(c1ccccc1)C2 (stereo unspecified) | 7 | 0 | -7 | 4 | -9 | 18 | -2 | 16 | 4 | -1 | -10
Cn1c(Cn2c(=O)sc3ccccc32)nnc1SCc1ccccc1F | -15 | -1 | 8 | -15 | 7 | 8 | -2 | 6 | 8 | . | 11
CCCC1COC(Cn2cncn2)(c2ccc(C)cc2)O1 (stereo unspecified) | 2 | 1 | -9 | 2 | -1 | -25 | 1 | 13 | -9 | -8 | -10
Cc1cc([N+](=O)[O-])cc(/C=N/n2c(C)nc3ccccc3c2=O)c1O | 11 | -1 | 23 | -2 | 19 | 6 | -23 | -7 | -4 | -10 | -9
CC(C)(C)NC(=O)CSc1nnc(C2CC2)n1Cc1ccccc1 | 4 | 1 | 5 | 12 | 8 | -23 | 0 | 12 | 11 | -4 | -14
CC1CCN(CCCNC(=O)c2ccc3c(=O)n(CCc4ccccc4)c(=O)[nH]c3c2)CC1 | -10 | 0 | 16 | -27 | 0 | -18 | -38 | -28 | -31 | -27 | -12

Ordered by the number under HIF-2a block (largest number first): 3 from the list above.
canonical_smiles | CF NFkB inh | NR2E3 ag-1 | TWEAK Fn14 block | NR2E3 ag-2 | HIF-2a block | Peg3 prom inh | MITF TRPM1 inh | Shn3 3UTR inh
O=C1OC2CCC1(c1ccccc1)C2 (stereo unspecified) | 7 | 0 | 4 | 18 | 16 | 4 | -1 | -10
O=C(CSCc1ccc(Cl)cc1)N1CCN(Cc2ccc3c(c2)OCO3)CC1 | -17 | 0 | 1 | -9 | 13 | 28 | 0 | -9
CCOC(=O)CCNC(C(=O)OCC)c1ccccc1 (stereo unspecified) | 1 | -2 | 2 | -7 | 5 | 9 | 3 | 9

Following part.
SMILES | CF NFkB inh | NR2E3 ag-1 | TRAIL sens C8 | TWEAK Fn14 block | KKLEB tox | NR2E3 ag-2 | TROY NFkB inh | HIF-2a block | Peg3 prom inh | MITF TRPM1 inh | Shn3 3UTR inh
C=CCN(C(=O)C1=NN(C2CCS(=O)(=O)C2)C(=O)CC1)c1nc(-c2ccc([N+](=O)[O-])cc2)cs1 (stereo unspecified) | -21 | 4 | 3 | -24 | -14 | -52 | -61 | -274 | -250 | -54 | -87
Cc1cc(C)n2nc(C)c(-c3ccccc3)c2n1 | 16 | -5 | -3 | -7 | -4 | 17 | 13 | 17 | -2 | 8 | -1
Cc1ccc(C(=O)NCC(=O)N/N=C/c2cccs2)cc1C | 3 | 3 | 9 | 14 | -14 | 11 | 3 | 14 | 17 | 2 | -22
N#CC(C#N)=C1C=CC=CN1/C(=C\c1ccco1)C(=O)c1ccc(Cl)cc1 | 85* | -3 | -2 | 97* | -50 | 45 | 86* | 94* | 104* | 90* | 97*
CCOC(=O)c1c(-c2ccc(OC)cc2)cn2ccccc12 | -1 | -5 | -8 | -15 | -9 | -1 | 4 | 3 | -1 | 8 | -30
CCCCNS(=O)(=O)c1ccc2nc(-c3cccnc3)cc(C(=O)NC3CCCC3)c2c1 | 3 | 0 | -17 | 18 | -3 | 13 | 16 | 15 | 14 | -1 | .
O=c1c2ccccc2nnn1CSc1nnc(-c2cccs2)n1Cc1ccccc1 | -5 | 3 | 24 | -25 | 2 | -5 | -7 | 3 | 15 | 10 | 20
Cc1cc(NC(=O)COC(=O)C2CCC(=O)N2)c([N+](=O)[O-])cc1C (stereo unspecified) | -4 | 0 | -4 | -6 | 3 | -10 | 5 | 2 | 22 | 2 | -13
Cc1ccn(CC(=O)N2N=C(C(F)F)CC2(O)C(F)F)n1 (stereo unspecified) | -18 | 2 | 2 | -17 | 14 | 3 | 18 | 5 | 1 | 1 | -6
COc1ccc(NC(=O)Cc2ccc(C)cc2)c([N+](=O)[O-])c1 | -20 | -1 | -2 | -7 | 1 | -8 | -8 | -20 | -12 | -9 | -4
Cc1ccc(S(=O)(=O)N(CC(=O)N2CCCCCC2)c2ccccc2F)cc1 | 10 | 5 | -13 | 13 | 1 | -2 | 2 | -3 | 4 | 8 | 3
O=C1CSC(c2cccc([N+](=O)[O-])c2)N1c1c(F)cccc1F (stereo unspecified) | 9 | 3 | -3 | 3 | 5 | -4 | 11 | 16 | 29 | -3 | -3
CC(C)CCn1nnnc1C(c1ccccc1)N1CCN(C)CC1 (stereo unspecified) | 4 | -3 | -9 | 3 | 4 | 5 | -12 | 10 | 7 | -2 | -7
CCN(CC)S(=O)(=O)c1ccc(Cl)c(C(=O)NCCN2CCOCC2)c1 | 4 | 1 | -6 | 2 | -4 | -31 | 11 | 14 | 11 | 0 | 7
O=C(c1ccccc1[N+](=O)[O-])N1N=C(c2ccccc2)CC1(O)C(F)(F)F (stereo unspecified) | -1 | 0 | -5 | -22 | 6 | -28 | -3 | -7 | 20 | 7 | 0
Cc1ccc(C)c(OCCC(=O)OCC(=O)Nc2ccc(Cl)cn2)c1 | 2 | 0 | 20 | 0 | -8 | -17 | -10 | 2 | 1 | 7 | -7
COC(=O)Cn1c2nc3ccccc3nc2c2cccc(C)c21 | -16 | . | -1 | 21 | 7 | -81 | 2 | -64 | -45 | -31 | -6
COc1ccc(CCNC(=O)CCc2cn(C)c3ccccc23)c(OC)c1OC | 6 | -1 | -1 | -5 | 4 | 0 | 6 | 6 | 8 | -15 | 12
Cc1ccc(S(=O)(=O)NC(=O)c2cc(C)n(-c3ccc(N(C)C)cc3)c2C)cc1 | 0 | -1 | 2 | -30 | -4 | -26 | -54 | -72 | -70 | 7 | -9
O=C(NNS(=O)(=O)c1ccc(F)cc1)c1cc(Cl)ccc1O | -1 | . | 9 | -23 | -14 | -30 | 0 | 12 | 13 | 1 | 13
O=C(O)C1=C[C@H](c2coc3ccccc3c2=O)C[C@H](OCCCCO)O1 | -6 | 0 | 0 | 10 | 0 | -9 | 1 | -3 | -4 | -1 | -29

Screening results as filed in PubChem BioAssay.

This is a subset; the hit share may differ from the screen's.
